RXFP1 antag – qHTS Assay for Antagonists of the Relaxin Receptor RXFP1; Relaxin receptor 1 (Homo sapiens), Q9HBX9; HEK293-RXFP1, relaxin-stimulated cAMP HTRF, 30 min; hits give low values; activity change, negative = inhibition, % at 57.5 µM; hit rate 0.59% among 350,000; AID 1259400, 2018;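 active means activity change of -60% or lower, but not beyond a set lower limit; inconclusive means change between -60% and -40%, or beyond the set limit; inactive means change above -40%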; further: on the % scale 0 is the no-effect control and ±100 the full control effect
D1 antag – Antagonist of Human D 1 Dopamine Receptor: qHTS; D(1A) dopamine receptor (Homo sapiens), P21728; activity change, negative = inhibition, % at 10 µM; HEK293 TREx D1 cells, calcium flux, dopamine EC80; hits give low values; hit rate 3.2% among 360,000; in the data active means activity change below about -30%; further: on the % scale 0 is the no-effect control and ±100 the full control effect
Target sequence (P21728 whole entry, looked up): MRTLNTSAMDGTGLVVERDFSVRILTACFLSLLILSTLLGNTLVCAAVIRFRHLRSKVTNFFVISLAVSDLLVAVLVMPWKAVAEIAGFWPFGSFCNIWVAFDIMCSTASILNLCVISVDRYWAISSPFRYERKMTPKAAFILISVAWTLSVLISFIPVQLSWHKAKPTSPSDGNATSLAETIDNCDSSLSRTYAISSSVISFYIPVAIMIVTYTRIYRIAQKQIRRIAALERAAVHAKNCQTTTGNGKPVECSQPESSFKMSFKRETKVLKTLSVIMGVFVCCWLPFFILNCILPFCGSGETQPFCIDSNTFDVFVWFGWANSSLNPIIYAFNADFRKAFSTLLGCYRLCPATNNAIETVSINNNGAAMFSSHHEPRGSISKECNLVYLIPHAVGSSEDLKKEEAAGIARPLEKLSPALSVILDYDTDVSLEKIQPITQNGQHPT
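Tetracycline-induced HEK293 T-REx cells with force-coupled D1 receptor were loaded with a no-wash calcium dye. Compound was added after a 10 s baseline and read kinetically for 180 s; EC80 dopamine was then added and calcium flux followed another 180 s.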
D2 agonist – HTS Assay for Allosteric Agonists of the Human D2 Dopamine Receptor: Primary Screen for Agonists; D(2) dopamine receptor (Homo sapiens), P14416; HEK293 T-REx D2 cells, calcium flux agonist mode; activation, % at 2 µM; hit rate 0.53% among 340,000;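 active means activation over 3 SD above normal in the single-dose calcium agonist read, cut at about 30% in these data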; further: 0% is about no effect
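Tetracycline-induced HEK293 Trex cells with D2 receptor force-coupled to calcium signaling, plated overnight at 30 C and loaded with no-wash calcium dye. Calcium flux read kinetically for 180 s after compound addition; responses flag agonists.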
TRHR enhancer – qHTS for Small Molecule Agonists and Allosteric Enhancers of Human TRH Receptor: Primary Screen for Enhancers; AID 493056, 2011; TRHR cells, fluo-8 calcium fluorescence, EC20 TRH enhancement; hit rate 0.66% among 360,000; enhancement, % at 2 µM; Thyrotropin-releasing hormone receptor (Homo sapiens), P34981; in the data active means enhancement above about 30%; further: 0% is about no effect
Target sequence (P34981 whole entry, looked up): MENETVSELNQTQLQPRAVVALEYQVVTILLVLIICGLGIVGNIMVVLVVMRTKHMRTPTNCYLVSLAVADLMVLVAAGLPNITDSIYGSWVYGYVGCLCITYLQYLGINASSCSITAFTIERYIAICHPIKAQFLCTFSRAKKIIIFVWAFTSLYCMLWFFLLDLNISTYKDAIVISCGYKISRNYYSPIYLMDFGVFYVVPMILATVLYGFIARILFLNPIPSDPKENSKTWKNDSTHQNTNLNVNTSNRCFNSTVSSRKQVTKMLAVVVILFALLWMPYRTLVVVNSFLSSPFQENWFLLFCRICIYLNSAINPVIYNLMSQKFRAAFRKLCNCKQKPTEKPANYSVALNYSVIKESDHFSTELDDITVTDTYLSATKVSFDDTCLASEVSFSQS
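TRHR-expressing cells loaded with fluo-8 calcium dye were read kinetically (ex 480/em 530) during compound addition, then stimulated with an EC20 of TRH (10 nM final). Enhancement of the Gq-mediated intracellular calcium response was scored.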
D1 ag – Allosteric Agonists of the Human D1 Dopamine Receptor: qHTS; activation, % at 2 µM; hit rate 1% among 360,000; D(1A) dopamine receptor (Homo sapiens), P21728; HEK293 T-REx D1 cells, calcium flux, agonist mode; AID 504660, 2011; further: 0% is about no effect
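Inducible HEK293 T-REx D1 cells, force-coupled to calcium signalling, were plated at 4000 cells/well with tetracycline and held overnight at 30 C. After no-wash calcium dye loading, compound-evoked calcium rise over 180 s flagged agonists.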
D2 antagonist – HTS Assay for Allosteric Antagonists of the Human D2 Dopamine Receptor: Primary Screen for Antagonists. D(2) dopamine receptor (Homo sapiens), P14416. hit rate 2% among 340,000. HEK293 TREx D2 cells, calcium flux, dopamine EC80. inhibition, % at 10 µM; in the data active means inhibition above about 30%; further: 0% is about no effect
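Tetracycline-induced HEK293 T-REx cells expressing D2 force-coupled to calcium signalling were dye-loaded, exposed to compound for 180 s, then challenged with an EC80 of dopamine; calcium flux was followed kinetically for a further 180 s.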
D1 PAM – Potentiators of Human D1 Dopamine Receptor: qHTS | D(1A) dopamine receptor (Homo sapiens), P21728 | HEK293 TREx D1 cells, calcium flux, dopamine EC20 potentiation | potentiation, % at 10 µM | hit rate 0.036% among 360,000; in the data active means potentiation above about 30%; further: 0% is about no effect
D2 potentiator – HTS Assay for Positive Allosteric Modulators of the Human D2 Dopamine Receptor: Primary Screen for Potentiators; hit rate 0.34% among 340,000; HEK293 T-REx D2, calcium flux, EC20 dopamine potentiation; potentiation, % at 10 µM;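 active means potentiation over 3 SD above the plate norm, cut at about 30% in these data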; further: 0% is about no effect
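Primary screen. Calcium kinetics in induced HEK293 T-REx D2 cells: compound pre-addition 180 s, EC20 dopamine, 180 s more.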
TRHR agonist – qHTS for Small Molecule Agonists and Allosteric Enhancers of Human TRH Receptor: Primary Screen for Agonists; Thyrotropin-releasing hormone receptor (Homo sapiens), P34981; activation, % at 2 µM; TRHR cells, calcium flux fluo-8, FDSS agonist mode; hit rate 0.18% among 360,000; further: 0% is about no effect
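In this calcium-flux screen, cells bearing human TRHR are dye-loaded with fluo-8, baselined for 10 cycles, then exposed to library compounds; positive kinetic calcium responses during the agonist phase mark hits, with TRH as control.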
Starred values were filed as active, the others as inactive; ? = inconclusive; / = no result given. Unless noted, no stated cut-off is given here; in the data, active means activation above about 30%; inactive means the rest.

Screens in order: TRHR enhancer	D2 agonist	D2 antagonist	RXFP1 antag	D1 antag	D1 ag	D2 potentiator	D1 PAM	TRHR agonist
COc1ccc(C(=O)/C=C/Nc2c(C)n(C)n(-c3ccccc3)c2=O)c(OC)c1
    3.1	1.8	-10.7	-0.2	-0.9	1.9	3.7	-0.6	0.8
CCOC(=O)C1=C(COC(=O)c2ccc(C)c(S(=O)(=O)N3CCOCC3)c2)NC(=O)NC1C (stereo not drawn)
    3.9	0.3	-0.6	1.7	29.2	-1.1	24.4	-4.6	0.0
COc1cccc(NC(=O)CN(C)C(=O)CSc2ncnc3sc(C)c(C)c23)c1
    -4.0	0.9	4.9	-17.9	-22.7	1.0	2.4	-4.5	-1.4
CCc1nn(C(C)C(=O)NCc2cccc(Cl)c2)c(=O)c2cc3occc3n12 (stereo not drawn)
    -7.4	0.2	19.7	16.8	8.9	1.6	4.8	2.3	0.7
COc1ccc(C(=O)NCCN2C(=O)S/C(=C\c3cccnc3)C2=O)cc1[N+](=O)[O-]
    9.6	-1.1	8.7	-14.8	4.5	1.1	9.3	0.0	-0.9
O=[N+]([O-])c1ccc(S(=O)(=O)N2CCN(Cc3ccco3)CC2)cc1
    -6.8	-3.2	7.9	-11.3	-5.2	0.2	/	-6.2	0.2
COc1ccc(CC(=O)OCC(=O)NCC2CCCO2)cc1OC (stereo not drawn)
    6.7	0.5	22.4	-4.8	26.6	3.7	-3.2	3.5	0.6
CCOc1cccc(NC(=O)c2ccc(S(=O)(=O)N3CCCC3)cc2)c1
    9.3	-0.6	-13.9	/	-20.1	0.6	3.9	-6.5	-0.3
Cc1[nH]c2ccccc2c1C(=O)CSc1ccc(F)cc1
    3.9	0.0	6.6	/	-29.1	3.5	7.5	-4.4	0.0
COCCn1c(NC(=S)NC(=O)C2CC2)cc(=O)[nH]c1=O
    -4.3	-0.5	-1.9	-19.5	2.6	0.6	28.6	3.4	-0.2

Some of these compounds in order of their number in RXFP1 antag, smallest number first.
structure | TRHR enhancer | D2 antagonist | RXFP1 antag | D1 antag | D1 ag | D2 potentiator | D1 PAM | TRHR agonist
COCCn1c(NC(=S)NC(=O)C2CC2)cc(=O)[nH]c1=O | -4.3 | -1.9 | -19.5 | 2.6 | 0.6 | 28.6 | 3.4 | -0.2
COc1ccc(C(=O)/C=C/Nc2c(C)n(C)n(-c3ccccc3)c2=O)c(OC)c1 | 3.1 | -10.7 | -0.2 | -0.9 | 1.9 | 3.7 | -0.6 | 0.8
CCOC(=O)C1=C(COC(=O)c2ccc(C)c(S(=O)(=O)N3CCOCC3)c2)NC(=O)NC1C (stereo not drawn) | 3.9 | -0.6 | 1.7 | 29.2 | -1.1 | 24.4 | -4.6 | 0.0

(more compounds)
Screens in order: TRHR enhancer	D2 agonist	D2 antagonist	RXFP1 antag	D1 antag	D1 ag	D2 potentiator	D1 PAM	TRHR agonist
Cc1ncc2c(n1)-c1cc(F)ccc1SC2
    19.3	1.4	-25.7	-8.3	-4.3	1.9	21.8	-3.5	-0.3
COc1ccc(OC)c(NC(=O)CCCC(=O)NC2CCCCC2)c1
    1.3	0.1	13.2	6.0	0.0	2.9	7.9	13.4	-0.1
CCOC(=O)CNC(=O)N1CCC(CCC(=O)N(C)Cc2ccccc2)CC1
    1.4	0.3	1.0	6.0	-6.5	1.7	7.3	-5.2	0.0
Cc1csc(=O)n1CCC(=O)OCc1nnc(-c2ccc([N+](=O)[O-])cc2)o1
    -1.7	-1.3	4.1	-5.1	-23.3	5.9	-1.4	-3.7	-0.2
Cc1ccc(CN2CCN(C(=O)c3cccc4ccccc34)CC2)cc1
    -10.5	-1.3	28.9	-1.1	4.4	2.1	-8.0	-2.4	-1.1
Cc1ccccc1C(=O)Nc1cccc(OCc2cc(=O)n3c4c(sc3n2)CCCC4)c1
    31.8*	-1.1	/	/	-14.6	2.7	8.4	-1.8	-1.4
C#CCOCCOCCOCCNc1nc(N2CCN(C(=O)[C@H](CCC(=O)O)n3cc(C(N)CO)nn3)CC2)nc(N2CCN(C(=O)[C@H](Cc3cc4ccccc4[nH]3)n3cc(C(N)[C@H](C)CC)nn3)CC2)n1 (stereo partly drawn)
    2.1	-0.3	1.6	/	6.2	-0.7	-9.1	-1.4	-0.1
C=CCSc1nc2c(c(=O)n(C)c(=O)n2C)n1CC
    -0.1	0.2	-1.7	5.5	8.1	1.0	-2.1	-1.6	0.2
O=C(Nc1ccc(F)cc1)Nc1nnc(-c2ccncc2)s1
    -8.5	-0.2	2.6	-1.3	-5.9	22.3	5.3	-2.7	2.0
CC(C)(C)OC(=O)Nc1ccc([C@H](NC(=O)OC(C)(C)C)C(=O)OC(C)(C)C)cc1
    11.1	-1.3	-5.6	/	/	-0.3	-0.8	1.9	1.2
COc1ccc(CNC(=O)C(C#N)c2nc3ccccc3nc2N2CCCC2)cc1 (stereo not drawn)
    2.9	2.0	10.6	-3.8	-5.0	16.5	-7.9	-0.8	5.2
COCCNC(=S)N(CCc1c(C)[nH]c2ccc(Cl)cc12)Cc1cccnc1
    -11.5	1.8	-1.5	-6.7	5.6	9.1	-1.0	-4.3	1.6
O=S(=O)(/N=C(/c1ccccc1)N1CCOCC1)c1ccc(F)cc1
    20.8	-0.1	-4.3	-36.2	-1.6	1.7	-7.1	3.9	-1.0
COc1cc(OC)cc(C(=O)Nc2c(C(=O)Nc3ccc(F)cc3)oc3ccccc23)c1
    2.4	0.5	/	/	-9.1	3.4	25.0	-1.8	0.3
CCOC(=O)c1cc2c(=O)c3ccccc3oc2nc1C
    3.8	1.0	10.9	10.5	-15.2	1.0	-9.3	5.1	-0.1
COc1ccc(CC(=O)NCC(=O)N/N=C/c2c[nH]c3ccccc23)cc1
    -1.5	-0.5	0.7	1.0	-0.3	2.4	-1.6	-3.0	-0.2
Cn1cc(C(=O)N/N=C/c2c(O)ccc3ccccc23)ccc1=O
    -2.2	4.1	2.1	-33.6	2.7	9.0	-2.6	-1.9	12.0
COc1ccc(/C=N/Nc2ncnc3sc(C)c(C)c23)cc1
    15.2	0.2	-12.7	4.1	-8.6	2.4	-1.9	-5.2	0.9
Cc1ccc(NC(=O)CSc2nc(-c3ccco3)nc3cc(=O)[nH]n23)cc1
    -1.8	0.0	/	-8.5	-7.9	-1.2	-6.9	-1.9	0.1
Cc1cc(Br)ccc1OCCN1CC(C)OC(C)C1 (stereo not drawn)
    -0.2	0.0	-11.2	-13.5	16.9	2.7	-14.7	-2.8	-0.3
N#Cc1ncc(Cc2ccccc2)nc1C#N
    3.5	1.6	-2.2	-4.0	-7.0	1.3	1.4	2.4	1.1
Cc1ccc(C2(c3noc(CN4C[C@@H](C)O[C@@H](C)C4)n3)CCCC2)cc1
    0.7	-0.2	3.9	0.1	4.9	-0.1	6.0	0.5	-0.2
CSc1ccccc1NC(=O)C1CC(c2ccccc2Cl)=NO1 (stereo not drawn)
    -3.8	0.1	1.6	-21.0	-6.9	1.3	-4.9	-0.9	0.0
CCc1ccccc1NC(=O)C1CCCN(c2ncccn2)C1 (stereo not drawn)
    2.7	3.6	-3.3	-4.3	-0.6	3.1	17.6	-5.5	0.1
CCCCC(=O)Nc1cc(C(=O)NCCc2ccccc2)ccc1Cl
    3.3	-0.1	-3.4	20.5	-3.8	-0.2	4.0	4.3	-0.6
O=C(c1ccco1)c1cn(CC(=O)N2CCCc3ccccc32)c2ccccc12
    7.3	0.2	-17.0	2.7	-0.4	10.6	/	-2.5	-1.7
Nc1nc(-c2cccnc2)nc(N2CCCCC2)n1
    -3.0	8.2	-3.6	-1.5	-0.2	2.2	-1.3	1.1	0.8
Cc1ccc(S(=O)(=O)N2C(=O)CCC2C(N)=O)cc1 (stereo not drawn)
    -6.0	0.1	-3.0	0.1	-1.4	2.5	1.1	-4.2	-0.1
Oc1sc(C=Nc2ccccc2)c2ccccc12
    3.6	36.4*	-10.7	-11.0	-16.2	171.6*	-2.2	-2.0	39.4*
CCC(C)[C@H](NC(=O)[C@@H]1Cc2ccccc2CN1)C(=O)Nc1ccc2c(c1)OCO2 (stereo partly drawn)
    -1.6	-0.1	22.2	10.7	-5.0	2.5	18.0	1.4	4.2
O=C(COc1ccccc1)N(CCc1ccccc1)c1nc(-c2ccc(F)cc2)cs1
    0.2	1.9	-4.8	2.9	7.6	12.3	-3.9	0.4	1.2
N#Cc1ccccc1S(=O)(=O)N1CCN(Cc2c(O)ccc3ccccc23)CC1
    -0.1	0.5	-16.7	-4.4	-0.3	3.4	3.7	-2.9	0.1
OCCC1CN(Cc2ccc(Oc3ncccn3)cc2)CCN1CCc1ccccc1 (stereo not drawn)
    -2.9	0.5	-20.6	6.0	-6.3	0.6	-14.5	-4.1	1.5
Cc1ccn2cc(CNS(=O)(=O)c3cccs3)nc2c1
    13.4	-2.1	-3.7	3.0	13.7	2.9	13.1	0.9	-1.1
Cc1ccccc1C(=O)NC(CC(C)C)C(=O)Nc1ccc(F)c([N+](=O)[O-])c1 (stereo not drawn)
    -5.8	-0.9	-0.5	-7.6	-25.8	5.1	0.7	2.8	-0.3
CC(OC(=O)CCN=C1NS(=O)(=O)c2ccccc21)C(=O)Nc1ccc(S(N)(=O)=O)cc1 (stereo not drawn)
    7.6	1.3	-4.4	4.8	10.5	1.5	5.5	3.7	-0.1
Cc1c(C)n(C(=O)CN2CCN(c3ccccn3)CC2)c2ccccc12
    -3.0	6.4	-7.1	-13.4	-8.7	7.3	-2.4	1.7	0.0
Cc1cc(N/C=C/C(=O)c2cccc3ccccc23)no1
    -6.8	0.4	7.1	-11.2	-2.5	1.0	-4.7	-5.2	-0.6
COc1ccccc1CNC(=O)N1CCN(S(=O)(=O)c2ccc(C)cc2)CC1
    42.4*	-0.6	10.9	-0.8	-8.7	5.0	-0.5	7.4	-0.8
CC1CC(C)CN(CCOCCSc2ccccc2)C1 (stereo not drawn)
    -4.8	-1.1	64.8*	-8.3	-38.5*	13.8	-21.1	-13.2	0.2
S=C1NC2=C(CCC/C2=C\c2ccc(Cl)cc2)C(c2ccc(Cl)cc2)N1 (stereo not drawn)
    -8.1	0.2	-1.4	?	-4.9	0.5	-5.6	-3.4	-1.6

Random draw from the library; 7.3% or so of the library scored in one or more.
